VHR inh abs: VHR1 phosphatase inhibitors, primary screen, biochemical, absorbance, uHTS; recombinant VHR phosphatase, pNPP absorbance; Dual specificity protein phosphatase 3 (Homo sapiens), P51452; AID 1654, 2009; 0.52% of 290,000 active; inhibition, % at 13.3 µM; in the data active means inhibition above about 50%; further: some compounds called inactive have numbers as strong as hits
BoNT F protease: BoNT/F light chain protease inhibitors, primary screen, biochemical, flow cytometry, MLPCN library; Botulinum neurotoxin type F light chain protease (Clostridium botulinum); Multiplex microsphere protease cleavage assay; inhibition, % at 10 µM; 0.22% of 360,000 active; AID 588497, 2011; in the data active means inhibition above about 35%, passing the limit was not always enough; inconclusive means no clear call, values can overlap the other calls; further: plate controls were buffer without enzyme for full effect and enzyme alone for no effect
Anthrax LF prot: Bacillus anthracis LF protease inhibitors, primary screen, biochemical, multiplex microsphere, MLPCN library. Lethal factor (Bacillus anthracis), P15917. multiplex microsphere protease cleavage assay. inhibition, % at 10 µM. 0.12% of 360,000 active; further: plate controls were buffer without enzyme for full effect and enzyme alone for no effect
Target sequence (P15917 whole entry, looked up): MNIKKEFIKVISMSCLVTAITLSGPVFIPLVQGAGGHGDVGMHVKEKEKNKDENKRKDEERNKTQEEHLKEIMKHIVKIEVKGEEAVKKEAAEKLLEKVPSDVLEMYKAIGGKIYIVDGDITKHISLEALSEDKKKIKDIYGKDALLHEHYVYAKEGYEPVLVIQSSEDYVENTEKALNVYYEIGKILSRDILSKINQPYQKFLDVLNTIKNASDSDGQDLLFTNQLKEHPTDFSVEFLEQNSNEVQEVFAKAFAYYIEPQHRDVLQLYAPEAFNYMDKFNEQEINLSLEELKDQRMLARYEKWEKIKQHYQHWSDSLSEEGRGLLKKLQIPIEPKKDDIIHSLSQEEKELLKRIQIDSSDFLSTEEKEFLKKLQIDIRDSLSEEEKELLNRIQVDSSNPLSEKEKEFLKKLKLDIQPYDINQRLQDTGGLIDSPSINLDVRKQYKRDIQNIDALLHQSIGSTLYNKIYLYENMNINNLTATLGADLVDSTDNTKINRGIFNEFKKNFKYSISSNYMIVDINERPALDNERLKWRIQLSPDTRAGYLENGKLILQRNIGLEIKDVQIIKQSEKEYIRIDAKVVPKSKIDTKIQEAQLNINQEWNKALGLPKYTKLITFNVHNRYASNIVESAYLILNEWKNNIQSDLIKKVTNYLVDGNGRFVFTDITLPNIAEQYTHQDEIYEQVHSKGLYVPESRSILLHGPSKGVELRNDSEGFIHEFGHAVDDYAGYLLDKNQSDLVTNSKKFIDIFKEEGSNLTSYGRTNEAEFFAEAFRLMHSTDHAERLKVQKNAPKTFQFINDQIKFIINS
SSB-PriA inh: inhibitors of Klebsiella pneumoniae PriA binding to SSB C-terminal tail, primary screen, biochemical, AlphaScreen. inhibition, % at 33 µM. AlphaScreen SSBct-PriA binding, biotinylated peptide. 0.6% of 430,000 active; in the data active means inhibition mostly above about 37%, no sharp cut-off; inactive means mostly below about 20%;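 further: plate controls were negative control peptide for no effect and reference peptide for full effect; strong numbers were not always called active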
PrPC TRFRET: inhibitors of human cell surface prion protein PrPC, primary screen, cell-based, TR-FRET; 0.43% of 370,000 active; TR-FRET read-out; Major prion protein (Homo sapiens), P04156; AID 720596, 2013; inhibition, % at 13.8 µM; in the data active means inhibition above about 24%; further: 0% = median of the test wells and 100% = reference compound wells
Rv3671c inh: Rv3671c serine protease inhibitors, primary screen, biochemical, fluorescence polarization, M. tuberculosis H37Rv; inhibition, % at 5.96 µM; 0.048% of 320,000 active; P9WHR9; AID 2606, 2010; in the data active means inhibition above about 38%;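 further: extracellular domain of Rv3671c used as enzyme; 0% = enzyme with DMSO and 100% = no enzyme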
MazEF act: activators of E. coli MazEF toxin-antitoxin RNase, primary screen, biochemical, fluorescence, uHTS | FAM/BHQ RNA-DNA oligo cleavage fluorescence, 5 h | Endoribonuclease toxin MazF (Escherichia coli (strain K12)), P0AE70 | AID 504720, 2011 | activation, % at 20 µM | 0.32% of 350,000 active; in the data active means activation above about 50%
Target sequence (P0AE70 whole entry, looked up): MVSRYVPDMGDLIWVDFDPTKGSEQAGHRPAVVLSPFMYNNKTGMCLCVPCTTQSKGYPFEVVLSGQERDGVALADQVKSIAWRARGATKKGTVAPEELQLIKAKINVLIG
BoNT A protease: BoNT/A light chain protease inhibitors, primary screen, biochemical, flow cytometry, MLPCN library | 0.17% of 360,000 active | Botulinum neurotoxin type A light chain protease (Clostridium botulinum A str. ATCC 3502) | inhibition, % at 10 µM | multiplex microsphere protease substrate cleavage; further: plate controls were buffer without enzyme for full effect and enzyme alone for no effect
3CLpro inhibitor: SARS-CoV 3CLpro protease inhibitors, primary screen, biochemical, quenched FRET; recombinant SARS-CoV 3CLpro, quenched FRET peptide cleavage; inhibition, % at 6 µM; 0.14% of 290,000 active; AID 1706, 2009; in the data active means inhibition above about 12%
CCHF vOTU inh: CCHFV vOTU protease inhibitors, primary screen, biochemical, Pep-AMC substrate, fluorescence | inhibition, % at 11.5 µM | 0.55% of 370,000 active | Crimean-Congo hemorrhagic fever virus L polyprotein viral ovarian tumor (vOTU) protease …; in the data active means inhibition above about 30%; further: 0% = vehicle wells with enzyme and 100% = no enzyme wells
The depositor's hits bear a star; ? = inconclusive; nt = no result given. Unless noted, no stated cut-off is given here; in the data, active means inhibition above about 30%; inconclusive means no clear call, values can overlap the other calls; inactive means below that. Only part of the results is shown; the hit share may differ from the screen's.

SMILES	VHR inh abs	BoNT F protease	Anthrax LF prot	SSB-PriA inh	PrPC TRFRET	Rv3671c inh	MazEF act	BoNT A protease	3CLpro inhibitor	CCHF vOTU inh
COc1ccc(Cl)cc1NC(=O)CC1CCCC1	26	-1	1	-10	12	10	6	-3.1	4	11
CCCn1c(C)cs/c1=N\C(=S)Nc1ccccc1	2	-4	-5	nt	14	-2	6	-0.4	0	26
CC1CC(Nc2ccccc2)c2ccccc2N1C(=O)c1ccncc1 (configuration not stated)	36	0	-3	-9	-7	0	-3	0.1	0	9
CC(NC(=O)c1ccc(N(C)C)cc1)C1CC2CCC1C2 (configuration not stated)	10	0	0	4	4	nt	10	-0.7	-1	3
COc1ccc(OCC(=O)N/N=C2\CCc3ccccc32)cc1	6	8	-3	nt	0	-3	-10	-0.5	-4	-5
COC(=O)N/N=C\c1ccc(OC(=O)c2ccco2)cc1	-1	2	-1	nt	-3	12	7	-1.0	-1	-5
Cc1ccc(S(=O)(=O)CCc2ccncc2)cc1	32	-2	-2	-13	3	-5	4	-1.2	-5	17
Cc1cccc(OCC(=O)Nc2ccc(S(=O)(=O)N3CCN(C)CC3)cc2)c1	31	-20	-3	0	-3	3	8	-0.1	3	6
O=C(Nc1ccccn1)C1CCN(S(=O)(=O)c2ccc(Cl)cc2)CC1	nt	8	-4	-6	7	0	-20	8.7	nt	-7
COc1ccc(-c2nnc(SCc3nnc(-c4cccs4)o3)n2CC2CCCO2)cc1 (configuration not stated)	4	1	0	-9	6	-8	-6	0.4	-1	0
NC(=O)C1CCN(C(=O)CSc2ccccn2)CC1	14	0	-1	-10	-7	-3	5	-0.1	5	-31
CC(=O)NS(=O)(=O)c1ccc(N/C(N)=N/c2nc(C)cc(C)n2)cc1	8	?	-14	nt	-11	4	-3	5.1	-2	-4
CC(C)(C)NC(=O)NC(=O)CN1CCN(S(=O)(=O)c2ccc3c(c2)OCCO3)CC1	15	-2	6	-2	-2	9	1	-0.9	6	-7
CSc1nc2sc3c(c2c(=O)[nH]1)CCCC3	0	2	-1	-9	4	-7	-2	-0.4	3	14
COc1ccccc1NC(=O)C1=C(C)NC(=O)NC1c1ccccc1F (configuration not stated)	8	-3	-2	-8	-4	-8	4	-0.2	2	2
Cc1ccc(C(=O)Nc2ccc(N3CCCC3)cc2)cc1	12	-4	-8	-5	5	3	-2	0.1	3	6
O=C(Nc1nc(-c2nc3ccccc3s2)cs1)c1ccco1	16	-5	-7	-5	-5	-10	-77	-0.9	-2	0
Cc1ccccc1Cn1ccc(NC(=O)CCSc2nc(-c3ccco3)cc(C(F)(F)F)n2)n1	17	?	-3	-15	19	-31	1	1.0	0	14
O=C(O/N=C1/CCCc2occc21)c1ccc(Cl)cc1Cl	1	?	8	nt	0	-5	13	?	-2	-2
Cn1c(=O)c2[nH]c(N3CCCCC3)nc2n(C)c1=O	78	22	-8	-2	6	-10	10	-5.5	-8	16
CC(C)(C)c1ccc(C(=O)c2c[nH]c(C(=O)NCCCN3CCOCC3)c2)cc1	-4	3	-10	-4	-3	1	3	0.2	0	-3
CC(=O)Nc1ccc(C(=O)NNC(=O)c2cccc(C)c2)cc1	1	?	0	-7	-7	-1	5	3.5	-1	6
Cc1ccc(NC(=O)c2c(F)cccc2Cl)cc1NS(C)(=O)=O	16	?	13	-16	-3	8	-3	?	2	-4
COc1ccc(OC)c(S(=O)(=O)N(C)CC(=O)O)c1	26	8	-1	-19	-3	-5	5	-0.1	-7	-3
N#C/C(=C/c1ccc(-c2ccc(S(N)(=O)=O)cc2)o1)C(=O)Nc1ccccc1	-12	-6	1	-11	0	-28	101*	0.3	6	-3
Cc1nn(-c2ccccc2)c2[nH]c(=O)c(CNc3ccc(N4CCOCC4)cc3)cc12	1	-30	-3	-2	-11	-50	-7	0.3	2	16
O=C(COS(=O)c1ccccc1)Nc1cc(Cl)ccc1N1CCOCC1 (configuration not stated)	15	-4	-1	3	-1	-5	4	-0.1	2	19
CCN(CC)c1ccc(CNc2ccc3c(c2)ncn3C(C)(C)C)cc1	10	-39	-7	41	7	2	-4	-3.3	-2	-3
CCN1CCN(CCC(=O)Nc2ccccc2OC)CC1	6	-14	-2	2	-9	-8	0	0.0	-6	9
COc1ccc(C(=O)Sc2ccc(C)cc2)cc1OC	-8	nt	nt	-13	1	-6	-6	nt	4	7
CN(C)S(=O)(=O)N1CCC(Oc2cccc(C(=O)NC3CCOC3)c2)CC1 (configuration not stated)	6	-3	1	8	-2	4	-1	-0.9	-2	-7
CCOC(=O)C1CCN(C(=O)COC(=O)c2ccccc2C(=O)c2ccc(Cl)cc2)CC1	nt	0	-2	-15	6	8	2	1.2	nt	-1
COc1ccc(N2CCN(S(=O)(=O)c3c(C)nc4scc(C)n4c3=O)CC2)cc1	21	2	1	-7	4	4	4	1.1	0	10
CC12CNCC(C)(CN(C(c3ccccc3)c3ccccc3)C1)C2	4	-4	-2	-8	-9	5	34	0.2	-1	-1
CCOc1ccc(N2C(=O)CC(Sc3nccc(C)n3)C2=O)cc1 (configuration not stated)	2	-5	2	-2	-8	-5	1	-0.2	1	1
CN(Cc1c(C(=O)N/N=C/c2cccc(Cl)c2)nnn1-c1nonc1N)c1ccccc1	1	6	-4	nt	5	-52	5	2.1	6	16
O=[N+]([O-])c1ccc(COc2ccc(-c3[nH]ncc3-c3ccccc3)c(O)c2)cc1	3	-6	-2	-8	-4	9	15	-0.1	1	-5
CC(C)COC(=O)N1Cc2ccccc2-n2nncc2C1	nt	2	-2	nt	6	nt	-11	-0.1	nt	11
Cc1ccc(NC(=O)c2cccs2)cc1S(=O)(=O)N(C)C	-7	-6	-3	-6	-1	-4	6	-0.7	-3	9
C=CCN(CC=C)C(=S)NC(=O)/C=C/c1ccc(OC)cc1	2	-10	-2	1	-6	-1	0	-0.7	1	4

A portion of the results above, as a working copy:
SMILES	VHR inh abs	BoNT F protease	Anthrax LF prot	SSB-PriA inh	PrPC TRFRET	Rv3671c inh	MazEF act	BoNT A protease	3CLpro inhibitor	CCHF vOTU inh
CC(C)COC(=O)N1Cc2ccccc2-n2nncc2C1	nt	2	-2	nt	6	nt	-11	-0.1	nt	11
Cc1ccc(NC(=O)c2cccs2)cc1S(=O)(=O)N(C)C	-7	-6	-3	-6	-1	-4	6	-0.7	-3	9
C=CCN(CC=C)C(=S)NC(=O)/C=C/c1ccc(OC)cc1	2	-10	-2	1	-6	-1	0	-0.7	1	4

(continued)
SMILES	VHR inh abs	BoNT F protease	Anthrax LF prot	SSB-PriA inh	PrPC TRFRET	Rv3671c inh	MazEF act	BoNT A protease	3CLpro inhibitor	CCHF vOTU inh
COCCn1c(SCc2nc3ccccc3c(=O)[nH]2)nnc1-c1ccncc1	-7	-2	-2	-7	1	-2	7	?	4	-13
COc1ccc(CCNC(=O)CCn2c(=O)c3cccn3c3cccnc32)cc1OC	19	2	2	-6	5	2	9	0.0	2	5
O=C(N/N=C/c1c(O)n(Cc2ccccc2)c(=O)[nH]c1=O)c1ccncc1	17	?	-12	nt	7	8	1	-6.2	-2	3
COc1ccc(C(=O)Nc2nnc(Cc3ccc(OC)c(OC)c3)s2)c(OC)c1	20	-19	1	6	6	-6	0	1.1	-1	-2
COc1ccc(NC(=O)c2cc(C3CCCCN3C(=O)c3cc(C(C)(C)C)nn3C)on2)c(C)c1 (configuration not stated)	nt	0	-1	nt	13	nt	nt	-0.8	nt	-2
Cc1ccc(CNC(=O)[C@H](C)N2C(=O)N3CCc4c([nH]c5ccccc45)[C@@]3(C)C2=O)cc1	8	-4	1	8	-2	4	5	-1.5	4	2
CCN(C(=O)CN1CCOCC1)c1c(N)n(Cc2ccccc2)c(=O)[nH]c1=O	9	-9	0	-11	-1	-4	1	-0.5	-1	-12
O=C1C2CC3N1CCC31c3ccccc3-n3c1c2ccc3=O (configuration not stated)	nt	-11	-2	-11	3	nt	-2	-0.1	nt	-12
C=CCNc1nc(-c2sc(NC(C)=O)nc2C)cs1	24	-18	0	2	-7	7	-9	-1.5	-6	6
Cn1c(=O)c2c(nc(NCc3ccc4c(c3)OCO4)n2Cc2ccccc2Cl)n(C)c1=O	-6	-7	-1	-7	-2	-6	7	-2.8	1	-1
COc1ccc(C(=O)NC(=S)NCCc2ccccc2)cc1	30	0	-1	-17	-4	-24	2	-0.4	2	7
CC(C1CC2CCC1C2)N1CC(O)=C(c2nc3ccccc3[nH]2)C1=N (configuration not stated)	16	-9	3	8	-5	-15	4	-0.5	-2	5
O=C(C1CC1)N1CCc2cc(Br)cc(S(=O)(=O)NCCCN3CCCC3)c21	6	-12	-3	-17	-9	8	0	-2.5	1	16
COCCNC(=O)COC(=O)c1cccnc1SC	14	-1	-4	-9	-1	-7	1	-0.6	-4	-2
Cc1cccc(OCCn2c(NC(=O)c3ccco3)nc3ccccc32)c1	11	-8	-5	-11	2	-1	2	-0.4	-7	-7
C/C=C/C=C\C(=O)Nc1cccc(C2=NOC3(C2)C[C@@H](C(N)=O)N(C(=O)c2cc([N+](=O)[O-])cc([N+](=O)[O-])c2)C3)c1 (some centres not stated)	26	-3	-11	7	-43	-8	5	-0.6	nt	9
O=C(CN1C(=O)NC2(CCCC2)C1=O)Nc1ccccc1	26	-21	-2	-9	-13	5	12	-3.0	-2	5

Gathered by group, the entries above containing a halogen
SMILES	VHR inh abs	BoNT F protease	Anthrax LF prot	SSB-PriA inh	PrPC TRFRET	Rv3671c inh	MazEF act	BoNT A protease	3CLpro inhibitor	CCHF vOTU inh
COc1ccc(Cl)cc1NC(=O)CC1CCCC1	26	-1	1	-10	12	10	6	-3.1	4	11
O=C(Nc1ccccn1)C1CCN(S(=O)(=O)c2ccc(Cl)cc2)CC1	nt	8	-4	-6	7	0	-20	8.7	nt	-7
COc1ccccc1NC(=O)C1=C(C)NC(=O)NC1c1ccccc1F (configuration not stated)	8	-3	-2	-8	-4	-8	4	-0.2	2	2
Cc1ccccc1Cn1ccc(NC(=O)CCSc2nc(-c3ccco3)cc(C(F)(F)F)n2)n1	17	?	-3	-15	19	-31	1	1.0	0	14
O=C(O/N=C1/CCCc2occc21)c1ccc(Cl)cc1Cl	1	?	8	nt	0	-5	13	?	-2	-2
Cc1ccc(NC(=O)c2c(F)cccc2Cl)cc1NS(C)(=O)=O	16	?	13	-16	-3	8	-3	?	2	-4
O=C(COS(=O)c1ccccc1)Nc1cc(Cl)ccc1N1CCOCC1 (configuration not stated)	15	-4	-1	3	-1	-5	4	-0.1	2	19
CCOC(=O)C1CCN(C(=O)COC(=O)c2ccccc2C(=O)c2ccc(Cl)cc2)CC1	nt	0	-2	-15	6	8	2	1.2	nt	-1
CN(Cc1c(C(=O)N/N=C/c2cccc(Cl)c2)nnn1-c1nonc1N)c1ccccc1	1	6	-4	nt	5	-52	5	2.1	6	16
Cn1c(=O)c2c(nc(NCc3ccc4c(c3)OCO4)n2Cc2ccccc2Cl)n(C)c1=O	-6	-7	-1	-7	-2	-6	7	-2.8	1	-1
O=C(C1CC1)N1CCc2cc(Br)cc(S(=O)(=O)NCCCN3CCCC3)c21	6	-12	-3	-17	-9	8	0	-2.5	1	16

Screens as filed in PubChem.
